# Sm TGR inh: blocks Schistosoma mansoni thioredoxin glutathione reductase; hit rate 3% among 360,000; Potency, µM (titrated, usually from 114 µM), inactives show at the highest dose activity change, negative = inhibition, actives largely listed as inhibitors; purified TGR, DTNB reduction, TNB absorbance 405 nm; Q962Y6; further: potency means the concentration at half of the fitted maximal effect; nearly all actives have a fitted effect of over 60% in size
#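 First, TGR (20 nM dispensed) and NADPH were mixed with compound. Second, a 15 min room-temperature incubation followed. Third, further NADPH and then DTNB were added to start the reaction. Finally, TNB absorbance was monitored kinetically.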
# Giardia FBPA inh: blocks Giardia fructose-bisphosphate aldolase activity; A8B2U2; purified Giardia FBPA; Potency, µM (series often up to 59.6 µM), without a hit: at the highest dose activity, negative = inhibition, usual class: inhibitors; hit rate 0.71% among 290,000; AID 2451; further: potency means the concentration at half of the fitted maximal effect; nearly all actives have a fitted effect of over 55% in size
# Target sequence (A8B2U2 whole entry, looked up): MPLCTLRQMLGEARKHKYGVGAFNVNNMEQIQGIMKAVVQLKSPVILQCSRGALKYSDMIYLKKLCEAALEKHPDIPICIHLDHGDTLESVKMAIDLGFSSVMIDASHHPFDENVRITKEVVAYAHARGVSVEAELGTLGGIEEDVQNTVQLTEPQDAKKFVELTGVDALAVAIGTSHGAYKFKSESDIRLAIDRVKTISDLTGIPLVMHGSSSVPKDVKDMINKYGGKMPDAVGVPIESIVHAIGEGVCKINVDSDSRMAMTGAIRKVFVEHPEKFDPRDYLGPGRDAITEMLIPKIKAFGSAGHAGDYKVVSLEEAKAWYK
#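 Giardia FBPA (40 nM reagent) was preincubated 10 min at RT with compound (up to 57.5 uM final), then substrate plus GAPDH/TPI/NAD/arsenate coupling system with diaphorase/resazurin was added; resorufin fluorescence (525/598 nm) was read after 20 min.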
# HCMV antiviral: blocks human cytomegalovirus replication. HFF cells, HCMV-luciferase reporter, 72 h; hits give low values. activity change, negative = inhibition, % at 57.5 µM. hit rate 4.5% among 410,000; in the data active means activity change below about -60%; inconclusive means no clear call, values can overlap the other calls; inactive means above about -39%
#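 Inhibition of viral replication was scored as loss of reporter luminescence in HFFs infected with HCMV-luciferase (MOI 1 PFU/cell) for 72 h; compounds tested at 2 doses, normalized to buffer and Salinomycin controls.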
# AmpC detergent: blocks E. coli AmpC beta-lactamase in detergent assay | Potency, µM (series often up to 114 µM), for inactives: at the top dose activity change, negative = inhibition, usual class: inhibitors | P00811 | AmpC hydrolysis of nitrocefin, absorbance 480 nm, 0.01% Triton | hit rate 0.041% among 370,000;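 further: potency means the concentration at half of the fitted maximal effect; 0% = no-compound wells and -100% = no-enzyme wells; nearly all actives have a fitted effect of over 25% in size; some results filed as inactive show a strong effect at the top dose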
# Target sequence (P00811 whole entry, looked up): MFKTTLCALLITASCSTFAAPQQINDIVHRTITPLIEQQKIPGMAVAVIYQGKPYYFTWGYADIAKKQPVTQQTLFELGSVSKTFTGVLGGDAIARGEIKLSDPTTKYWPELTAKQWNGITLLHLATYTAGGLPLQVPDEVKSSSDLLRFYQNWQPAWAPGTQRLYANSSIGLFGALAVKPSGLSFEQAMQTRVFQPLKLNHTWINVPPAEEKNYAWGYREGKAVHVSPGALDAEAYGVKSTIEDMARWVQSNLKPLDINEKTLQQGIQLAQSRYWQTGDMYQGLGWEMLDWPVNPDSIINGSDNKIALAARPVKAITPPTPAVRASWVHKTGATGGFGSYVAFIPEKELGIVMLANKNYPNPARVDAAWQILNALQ
#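 AmpC (5.3 nM in the dispensed reagent) in 20 mM phosphate pH 7.0 with 0.01% (detergent screen) or 0.0001% Triton X-100 was preincubated with compounds for 15 min at room temperature. Nitrocefin was then added from an 800 uM solution, and hydrolysis was followed at 480 nm.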
# AmpC no deterg: blocks E. coli AmpC beta-lactamase in detergent-free assay. Potency, µM (doses to about 57.1 µM), without a hit: top-dose activity change, negative = inhibition, usual class: inhibitors. P00811. hit rate 0.52% among 330,000. AmpC nitrocefin hydrolysis, absorbance 480 nm, 0.0001% Triton;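 further: potency means the concentration at half of the fitted maximal effect; plate controls were no compound for no effect and no enzyme for full effect; nearly all actives have a fitted effect of over 20% in size; some results filed as inactive show a strong effect at the top dose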
#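 20 mM phosphate pH 7.0 + 0.01% (detergent screen) or 0.0001% Triton X-100; 5.3 nM AmpC reagent; cpd preinc 15 min RT; nitrocefin (800 uM stock) to start; A480 q20 s × 4 min; Activity was normalised to no-enzyme and no-compound control wells.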
# AMA1 RON2 block: disrupts binding of P. falciparum AMA1 to RON2; AID 720542; Potency, µM (doses to about 58.2 µM), inactives show at the top dose activity change, negative = inhibition, hits mostly inhibitors; AlphaScreen AMA1-biotinylated RON2 peptide binding; hit rate 0.2% among 360,000;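 further: potency means the concentration at half of the fitted maximal effect; 0% = vehicle wells and -100% = peptide control; nearly all actives have a fitted effect of over 45% in size; some results filed as inactive show a strong effect at the top dose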
#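 AMA1 (3D7) with his tag at 25 nM final met compounds first, then biotinylated RON2 peptide at 25 nM; detection used donor plus acceptor beads, 10 µg/mL apiece, read by AlphaScreen after 30 min at room temperature.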
# * hit, by the source's call; ? = inconclusive; / = not tested or not shown; & = joins results of further samples; [ ] = another dose, or the depositor's remark. Unless noted, the call rests on the fitted dose curve; in most records, active means well fitted curve in the direction sought with a large enough effect; inconclusive means small, poorly fitted or top-dose-only effect, or another doubt; inactive means no such curve, though single readings can be large; an effect the other way counts as inactive or inconclusive. Unless noted, on the % scale 0 is the no-effect control and ±100 the full control effect.
# The line under a structure holds: Sm TGR inh	Giardia FBPA inh	HCMV antiviral	AmpC detergent	AmpC no deterg	AMA1 RON2 block
- Cc1ccc(S(=O)(=O)N2CCOCC2)cc1NC(=O)COC(=O)c1cc(=O)[nH]c2ccccc12
→ -1%	-1%	25	?	3%	-1%
- CCc1ccc2[nH]c(=O)c(CN(Cc3ccco3)C(=S)NCC3CCCO3)cc2c1 (stereo unspecified)
→ 2%	3%	25	-2%	158%[activator]	-20%
- CCOc1ccc(-n2c(C)nc(O)c2N=Nc2ccccc2)cc1
→ 6%	11%	4	3%	-23%	-24%
- COCCN1C=C(C(=O)OC)C(c2cc(Br)c(OC)c(OC)c2)C(C(=O)OC)=C1
→ 1%	-6%	42	-6%	150%[activator]	31%[activator]
- COc1ccc(-c2noc(N3CCC(C(=O)Nc4ccc(F)cc4F)CC3)n2)cc1
→ -1%	1%	37	?	-12%	-2%
- Cn1ncc([N+](=O)[O-])c1C(=O)Nc1ccc(-c2nc3ccccc3o2)cc1
→ -16%	0%	0	-1%	24%	-8%
- N#C/C(=C(/O)CCl)c1nc2ccccc2[nH]1
→ 25µM*	?	-70*	1%	-18%	63%[activator]
- O=C(CN1c2cccc3cccc(c23)S1(=O)=O)NCCc1ccccc1
→ /	/	-26	/	-23%	-12%[11.6 µM]
- Cc1ccc(C(=O)Nc2cccc(-c3nc4ccccc4o3)c2)c(Cl)c1
→ 18%	/	-11	5%	/	/
- Cn1cc(Br)c(C(=O)NC2CCCCCC2)n1
→ 5%	/	8	?	-10%	-9%
- O=C(COC(=O)c1ccccn1)Nc1cc(Cl)ccc1Cl
→ -7%	0%	3	-10%	/	16%
- N=C1c2ccccc2CN1NC(=O)c1ccco1
→ /	/	-16	/	-13%	-8%
- COc1cccc(-c2ncc3ccccc3c2COC(=O)c2cccs2)c1
→ 1%	/	-20	7%	-24%	-7%
- COc1ccc(-c2ccnc(SCC(=O)c3ccc(Br)cc3)n2)cc1
→ -1%	-2%	-32	?	-22%	-9%
- Cc1nn2c(=O)cc(COC(=O)c3ccccc3NC(=O)C(C)C)nc2s1
→ -3%	/	100	9%	/	/
- O=C(c1ccoc1)N1CCCC(Nc2ccc(F)c(F)c2)C1 (stereo unspecified)
→ -16%	/	25	-4%	-14%	-2%
- CCOCCCn1c(=N)c(C(=O)NCC2CCCO2)cc2c(=O)n3cccc(C)c3nc21 (stereo unspecified)
→ 4%	/	-67*	7%	/	/
- CC1(C)CC(=O)C2=C(C1)c1c(ccc3ccccc13)NC2c1cc([N+](=O)[O-])cc([N+](=O)[O-])c1O (stereo unspecified)
→ -18%[57.1 µM]	24%	-14	-2%	-51%	-1%
- COC(=O)c1ccc(/C=N/NC(=O)C(=O)NCC2CCCO2)cc1 (stereo unspecified)
→ -4%	-1%	8	-4%	-8%	-5%
- CC(C)NC(=O)c1cc2c(-c3ccc(Cl)cc3)nn(C)c2s1
→ 84%[activator]	1%	31	?	-9%	-3%
- CCOC(=O)C1=C(CCl)NC(=O)NC1c1ccc2c(c1)OCO2 (stereo unspecified)
→ 8.9µM*	1%	-5	?	-18%	-3%
- O=C(Cc1ccc(Br)cc1)N1CCN(C(=O)c2ccccc2)CC1
→ 2%	/	-1	4%	3%	-1%
- CCN(CC)c1ccc(NC(=O)Cn2cc3c(n2)CCC(C)C3)c(C)c1 (stereo unspecified)
→ -3%	-13%	-1	-3%	/	?
- CNc1nc2ccccc2n1N
→ -2%	-5%	-39	3%	-22%	-6%
- COc1ccc(OC)c(/C=N/NC(=O)CC(=O)NCc2ccccc2)c1
→ -14%	?	5	7%	-19%	19%
- COc1cccc(N2CCN(C(=O)c3cc4c(OC)c(OC)c(OC)cc4[nH]3)CC2)c1
→ -5%	-1%	48	-13%	72%[activator]	-1%
- COc1ccc(-c2noc(=O)n2Cc2ccc(C#N)cc2)cc1
→ -2%	0%	43	-18%	-14%	4%
- CCc1ccc(NC(=O)COc2ccc(F)cc2C(=O)c2cnn(-c3ccccc3)c2)cc1
→ -5%	-2%	-102*	-6%	-28%	8%
- CCc1cccc2c(C(=O)COC(=O)C3=NNC(=O)CC3)c[nH]c12
→ /	-8%	-7	-4%	-8%	15%
- COc1ccccc1C(=O)Nc1cccnc1
→ 1%	0%	-33	-1%	-21%	18%
- CC(=O)Nc1ccc(S(=O)(=O)NCC(=O)NNC(=O)COc2ccccc2Cl)cc1
→ -21%	/	6	?	-26%	100%[activator]
- N#Cc1nc(COc2ccc(F)cc2)oc1NCCN1CCOCC1
→ 0%	1%	17	-18%	2%	21%
- CCC(=O)Nc1ccc(C)cc1-c1nc2ccccc2n(Cc2ccccc2)c1=O
→ 0%	/	14	24%	/	/
- O=C(CN1C(=O)CSc2ccc(S(=O)(=O)N3CCOCC3)cc21)NCCCN1CCCCC1
→ -3%&4%	9%	16&-8	?	-12%	-16%
- O=C(/C=N\O)NCCCNCc1ccccc1
→ -1%	1%	-27	-14%	-8%	23%
- CCn1cc(SCC(=O)NC2CCCC2)c2ccccc21
→ 8%	-3%	?	-1%	1%	-14%
- N/C(=N\OC(=O)c1ccc(OCC(F)(F)F)nc1)c1ccc(Cl)cc1
→ -2%	2%	5	1%	-16%	10%
- O=C(O)c1c(Cl)c(Cl)c(Cl)c(Cl)c1C(=O)N1CCOCC1
→ 1%	?	65	-1%	-20%	-1%
- O=C(OCCc1cc2ccccc2c(=O)o1)N1CCOCC1
→ -29%	/	34	4%	-8%	-1%
- Cc1cc(C)n(CCOc2ccc(Cl)cc2Cl)n1
→ -21%	4%	-22	?	43%	11%
- CCc1cccc(NC(=O)Cn2cc(C(=O)c3ccncc3)c(=O)c3cc(C)c(C)cc32)c1
→ -6%	/	91	-6%	/	/
- COc1cccc(CSc2nc3cc(C(=O)NC4CCCC4)ccc3c(=O)n2Cc2ccccc2)c1
→ -5%	/	-13	2%	/	/
- CCOc1ccc(Cl)cc1S(=O)(=O)NCc1ccccn1
→ 1%	0%	?	0%	-1%	17%
- COc1ccc(OC)c(S(=O)(=O)N/N=C(/C)c2c[nH]c3ccccc23)c1
→ ?	-3%	18	-16%	-4%	24%
- Cc1ccc(-c2cc3cccc[n+]3cc2-c2ccc(C)cc2)cc1
→ -5%	4%	-98*	-7%	34%	3%
- COc1cc2c(cc1OC)n(Cc1ccc([N+](=O)[O-])cc1)c(=O)n1nc(-c3ccccc3)nc21
→ 4%	/	-3	-5%	/	/
- CN1CC2(C(=O)c3ccccc3)CN(C)CC(C(=O)c3ccccc3)(C1)C2
→ 7%	10%	-25	-15%	-15%	-5%
- Cc1ccccc1C(=O)NC1CCN(Cc2nnnn2Cc2ccccc2)CC1
→ 3%	3%	21	-4%	21%	0%
- COc1ccc(N(C(=O)COc2ccccc2)C2C=CS(=O)(=O)C2)cc1 (stereo unspecified)
→ -7%	-1%	-9	-4%	-6%	7%
- Cc1cccc(NC(=O)c2ccc(C(=O)Nc3cccc(C)c3C)cc2)c1C
→ -1%	/	14	-4%	/	/
- COc1cc(OC)c(OC)cc1CN1CCCC(C(=O)N2CCCC2)C1 (stereo unspecified)
→ -23%	28µM*	-26	0%	-9%	-13%
- O=C1CC(c2ccccc2)CC(O)=C1C=NCc1ccco1 (stereo unspecified)
→ 2%	8%	-10	-10%	-2%	-5%
- O=c1cc(-c2ccccc2Cl)c2c([nH]1)CCC2
→ ?	?	13	0%	-34%	-5%
- COc1ccc(C(C(=O)NC2CCCC2)N(C(=O)c2ccco2)c2ccccc2C(C)=O)cc1OC (stereo unspecified)
→ 0%	/	7	5%	11%	13%
- COc1ccccc1-c1sc2ccccc2c1-c1ccccc1OC
→ 4%	/	-5	4%	-16%	-11%
- COc1ccc(CN(C)C(=O)C2CC(=O)N(c3ccc4c(c3)OCCO4)C2)c(OC)c1 (stereo unspecified)
→ 3%	/	0	-20%	108%[activator]	-11%
- Cc1ccc(SC[C@H](CC(C)C)N2CCN(C)CCC2=O)cc1
→ -17%	0%	76	8%	79%[activator]	-2%
- COc1cccc(C(=O)N2CCN(c3ccccn3)CC2)c1
→ 0%	-2%	-13	-5%	-5%	-10%
- CC(C)C(NS(=O)(=O)c1ccc(Br)s1)C(=O)O (stereo unspecified)
→ -3%	-2%	36	1%	-17%	17%
- OCc1cccc(Nc2ncnc3sc4c(c23)CCCCC4)c1
→ -2%	3%	-9	6%	15%	3%

# Ordered by length of the SMILES (ascending): part of the list above.
# The line under a structure holds: Sm TGR inh	Giardia FBPA inh	HCMV antiviral	AmpC detergent	AmpC no deterg	AMA1 RON2 block
- CCOc1ccc(Cl)cc1S(=O)(=O)NCc1ccccn1
→ 1%	0%	?	0%	-1%	17%
- COc1cccc(C(=O)N2CCN(c3ccccn3)CC2)c1
→ 0%	-2%	-13	-5%	-5%	-10%
- COc1ccc(N(C(=O)COc2ccccc2)C2C=CS(=O)(=O)C2)cc1 (stereo unspecified)
→ -7%	-1%	-9	-4%	-6%	7%
- CN1CC2(C(=O)c3ccccc3)CN(C)CC(C(=O)c3ccccc3)(C1)C2
→ 7%	10%	-25	-15%	-15%	-5%
- COc1ccc(OC)c(S(=O)(=O)N/N=C(/C)c2c[nH]c3ccccc23)c1
→ ?	-3%	18	-16%	-4%	24%
- COc1ccc(C(C(=O)NC2CCCC2)N(C(=O)c2ccco2)c2ccccc2C(C)=O)cc1OC (stereo unspecified)
→ 0%	/	7	5%	11%	13%

# Rewritten with each value named: part of the list above
CC(C)NC(=O)c1cc2c(-c3ccc(Cl)cc3)nn(C)c2s1
  Sm TGR inh = 84%[activator]
  Giardia FBPA inh = 1%
  HCMV antiviral = 31
  AmpC detergent = ?
  AmpC no deterg = -9%
  AMA1 RON2 block = -3%

COc1ccc(C(C(=O)NC2CCCC2)N(C(=O)c2ccco2)c2ccccc2C(C)=O)cc1OC (stereo unspecified)
  Sm TGR inh = 0%
  Giardia FBPA inh = /
  HCMV antiviral = 7
  AmpC detergent = 5%
  AmpC no deterg = 11%
  AMA1 RON2 block = 13%

CCc1cccc(NC(=O)Cn2cc(C(=O)c3ccncc3)c(=O)c3cc(C)c(C)cc32)c1
  Sm TGR inh = -6%
  Giardia FBPA inh = /
  HCMV antiviral = 91
  AmpC detergent = -6%
  AmpC no deterg = /
  AMA1 RON2 block = /

O=C(CN1c2cccc3cccc(c23)S1(=O)=O)NCCc1ccccc1
  Sm TGR inh = /
  Giardia FBPA inh = /
  HCMV antiviral = -26
  AmpC detergent = /
  AmpC no deterg = -23%
  AMA1 RON2 block = -12%[11.6 µM]

# Compounds above with a COOH group:
# The line under a structure holds: Sm TGR inh	Giardia FBPA inh	HCMV antiviral	AmpC detergent	AmpC no deterg	AMA1 RON2 block
- O=C(O)c1c(Cl)c(Cl)c(Cl)c(Cl)c1C(=O)N1CCOCC1
→ 1%	?	65	-1%	-20%	-1%
- CC(C)C(NS(=O)(=O)c1ccc(Br)s1)C(=O)O (stereo unspecified)
→ -3%	-2%	36	1%	-17%	17%

# Source: PubChem BioAssay (National Center for Advancing Translational Sciences (NCATS))
